Compound activity from PubChem.
GIRK2 act – Activates human GIRK2-containing potassium channels | P48051 | HEK293 GIRK2/NPY4 cells, thallium flux fluorescence | activation (% efficacy), % for hits at 37.5 µM | 34,000 tested, under 10 active | AID 1259324;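 active = primary screen hit, no activity in plain HEK293 cells, and in GIRK2-only cells above 5% efficacy rising with concentration; inactive = the rest, including fluorescent compounds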;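 note: efficacy is normalized control-subtracted fluorescence 15 s after thallium addition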
Target sequence (P48051 whole entry, looked up): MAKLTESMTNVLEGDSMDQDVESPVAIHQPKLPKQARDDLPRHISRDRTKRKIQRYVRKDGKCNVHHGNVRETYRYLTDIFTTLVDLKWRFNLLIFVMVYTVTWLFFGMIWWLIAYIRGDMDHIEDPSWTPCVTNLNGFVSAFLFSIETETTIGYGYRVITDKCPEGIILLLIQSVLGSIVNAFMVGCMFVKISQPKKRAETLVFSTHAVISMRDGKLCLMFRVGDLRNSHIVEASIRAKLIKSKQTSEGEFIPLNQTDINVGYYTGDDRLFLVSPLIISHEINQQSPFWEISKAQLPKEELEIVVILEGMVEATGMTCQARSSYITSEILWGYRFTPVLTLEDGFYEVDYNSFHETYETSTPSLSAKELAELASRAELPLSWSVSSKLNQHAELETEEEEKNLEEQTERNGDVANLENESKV
Calls only; i = inactive. An excerpt; the hit share may differ from the screen's.

SMILES | GIRK2 act
O=C(CC12CC3CC(CC(C3)C1)C2)Nc1ccccc1Cl | i
COc1ccc(NC(=O)c2ccoc2)cc1OC | i
COc1ccccc1OCC(O)CN1CCN(c2ccc(F)cc2)CC1 (configuration not stated) | i
NS(=O)(=O)c1ccc(CNC(=O)CCc2csc(NC(=O)c3ccco3)n2)cc1 | i
CCOC(=O)C1CCN(C(=O)Cn2cnc(-c3ccccc3)cc2=O)CC1 | i
CCCS(=O)(=O)Nc1ccc2c(c1)N(C(=O)C1CCCC1)CC2 | i
CC(C)(C)n1nc2c(c1-n1cccc1)CN(C(=O)c1cc(-c3ccco3)[nH]n1)C2 | i
COc1ccc(C=O)cc1Cn1c(=O)n(CCCCC(=O)NCC(C)C)c(=O)c2ccccc21 | i
CCC(C)NC(=O)Cn1cnc2c(sc3nc(C)cc(C)c32)c1=O (configuration not stated) | i
O=C(CCc1ccccc1)N(CCN1CCOCC1)c1nc2c(F)cccc2s1 | i

An excerpt of these results, with tabs:
Compound	GIRK2 act
NS(=O)(=O)c1ccc(CNC(=O)CCc2csc(NC(=O)c3ccco3)n2)cc1	i
CCOC(=O)C1CCN(C(=O)Cn2cnc(-c3ccccc3)cc2=O)CC1	i

Next section.
SMILES | GIRK2 act
Cn1c(=O)c2c(nc(NCc3ccccc3)n2CC(O)c2ccccc2)n(C)c1=O (configuration not stated) | i
COc1cccc(-c2nnc3ccc(OCCNC(=O)c4c(F)cccc4Cl)nn23)c1 | i
Cc1cc(C(=O)N2CCOCC2)nn1CC(=O)NCCc1ccccc1 | i
COCCN1CCC(CNC(=O)C(C)(C)C)CC1 | i
O=C1CCc2cc(S(=O)(=O)N3CCCCC3)cc3c2N1CC3 | i
COc1ccc(CCC(=O)NCC2CC(=O)N(c3ccccc3)C2)cc1 (configuration not stated) | i
COc1ccc(OC)c(S(=O)(=O)Nc2ccc3c(c2)N(C(=O)C2CCCO2)CC3)c1 (configuration not stated) | i
CC(C)CNC(=O)Cc1csc(NC(=O)OCC(C)C)n1 | i
O=C(CN1CCC(c2nnc(C3CC3)o2)CC1)N1CCN(c2ccccc2)CC1 | i
O=C(c1ccccc1Cl)N1CCC2(CC1)NC(=O)N(Cc1ccc(Cl)cc1)C2=O | i
Cn1nc2c(c1NC(=O)C1CCCN(S(=O)(=O)c3cccs3)C1)CCC2 (configuration not stated) | i
O=C(NCCN1CCC(c2cccs2)CC1)C(=O)Nc1ccc2c(c1)OCCO2 | i
Cc1c(C(=O)Nc2sc3c(c2C#N)CCCC3)nnn1-c1ccccc1F | i
COCCNC(=O)C(=O)Nc1c2c(nn1-c1cccc(C)c1)CS(=O)(=O)C2 | i
O=C(c1ccco1)N1CCC2(CC1)NC(=O)N(Cc1ccc(F)cc1)C2=O | i
Cc1ccc(Sc2ccc(N3CCC(C(=O)N4CCN(c5ccccc5)CC4)CC3)nn2)cc1 | i
COc1ccccc1-c1noc(Cn2c(=O)n(-c3ccccc3F)c(=O)c3sccc32)n1 | i
O=C(Cc1csc(NC(=O)c2ccc[nH]c2=O)n1)NCc1ccccn1 | i
NC(=O)C1Cc2ccccc2N1C(=O)Cc1cccc2ccccc12 (configuration not stated) | i
NC12CC3CC(C1)CC(N)(C3)C2 | i
O=C1OC2CC1N(S(=O)(=O)c1cccc(C(F)(F)F)c1)C2 (configuration not stated) | i
CSc1ncccc1C(=O)N1CCC(CNC(=O)Cc2ccc(F)cc2)CC1 | i
Cc1cc(C(=O)NCC(C)(O)c2ccc3c(c2)OCO3)no1 (configuration not stated) | i
O=C(Nc1onc2c1CSC2)c1ccc(Cn2ccnc2)cc1 | i
O=C(c1cc2cccnc2n(Cc2ccccc2)c1=O)N(Cc1ccccc1)Cc1ccccc1 | i
COc1ccc(OC)c(CCN2CC(=O)N(c3ccccc3)C3CS(=O)(=O)CC32)c1 (configuration not stated) | i
COC(=O)c1ccc2c(=O)n(CCN3CCCc4ccccc43)c(=S)[nH]c2c1 | i
O=c1ccc(-c2ccccc2)nn1CCCNS(=O)(=O)c1cccc(C(F)(F)F)c1 | i
CCOc1ccc(C(=O)N2CCN(c3ccc(-c4ccc(F)cc4)nn3)CC2)cc1 | i
O=S(=O)(CCOc1ccc(F)cc1)NCc1ccc(Cl)cc1 | i

For reference, 25 of the compounds above.
SMILES | GIRK2 act
COc1ccc(CCC(=O)NCC2CC(=O)N(c3ccccc3)C2)cc1 (configuration not stated) | i
COc1ccc(OC)c(S(=O)(=O)Nc2ccc3c(c2)N(C(=O)C2CCCO2)CC3)c1 (configuration not stated) | i
CC(C)CNC(=O)Cc1csc(NC(=O)OCC(C)C)n1 | i
O=C(CN1CCC(c2nnc(C3CC3)o2)CC1)N1CCN(c2ccccc2)CC1 | i
O=C(c1ccccc1Cl)N1CCC2(CC1)NC(=O)N(Cc1ccc(Cl)cc1)C2=O | i
Cn1nc2c(c1NC(=O)C1CCCN(S(=O)(=O)c3cccs3)C1)CCC2 (configuration not stated) | i
O=C(NCCN1CCC(c2cccs2)CC1)C(=O)Nc1ccc2c(c1)OCCO2 | i
Cc1c(C(=O)Nc2sc3c(c2C#N)CCCC3)nnn1-c1ccccc1F | i
COCCNC(=O)C(=O)Nc1c2c(nn1-c1cccc(C)c1)CS(=O)(=O)C2 | i
O=C(c1ccco1)N1CCC2(CC1)NC(=O)N(Cc1ccc(F)cc1)C2=O | i
Cc1ccc(Sc2ccc(N3CCC(C(=O)N4CCN(c5ccccc5)CC4)CC3)nn2)cc1 | i
COc1ccccc1-c1noc(Cn2c(=O)n(-c3ccccc3F)c(=O)c3sccc32)n1 | i
O=C(Cc1csc(NC(=O)c2ccc[nH]c2=O)n1)NCc1ccccn1 | i
NC(=O)C1Cc2ccccc2N1C(=O)Cc1cccc2ccccc12 (configuration not stated) | i
NC12CC3CC(C1)CC(N)(C3)C2 | i
O=C1OC2CC1N(S(=O)(=O)c1cccc(C(F)(F)F)c1)C2 (configuration not stated) | i
CSc1ncccc1C(=O)N1CCC(CNC(=O)Cc2ccc(F)cc2)CC1 | i
Cc1cc(C(=O)NCC(C)(O)c2ccc3c(c2)OCO3)no1 (configuration not stated) | i
O=C(Nc1onc2c1CSC2)c1ccc(Cn2ccnc2)cc1 | i
O=C(c1cc2cccnc2n(Cc2ccccc2)c1=O)N(Cc1ccccc1)Cc1ccccc1 | i
COc1ccc(OC)c(CCN2CC(=O)N(c3ccccc3)C3CS(=O)(=O)CC32)c1 (configuration not stated) | i
COC(=O)c1ccc2c(=O)n(CCN3CCCc4ccccc43)c(=S)[nH]c2c1 | i
O=c1ccc(-c2ccccc2)nn1CCCNS(=O)(=O)c1cccc(C(F)(F)F)c1 | i
CCOc1ccc(C(=O)N2CCN(c3ccc(-c4ccc(F)cc4)nn3)CC2)cc1 | i
O=S(=O)(CCOc1ccc(F)cc1)NCc1ccc(Cl)cc1 | i

(more compounds)
SMILES | GIRK2 act
O=C(O)Cn1c2nc3ccccc3nc2c2cccc(Cl)c21 | i
O=C(Nc1nnc(CCS(=O)(=O)c2ccccc2)o1)c1cc2ccccc2o1 | i
Cc1ccc(Nc2nc(C(=O)N3CCN(c4ncccn4)CC3)cs2)c(C)c1 | i
COCCNS(=O)(=O)CCCOc1cccc2c1OC(C)(C)C2 | i
CC(C)(C)c1ccc(C(=O)NC(=S)Nc2ccc(S(N)(=O)=O)cc2)cc1Br | i
COc1cccc(OC)c1C(=O)NCC1(O)CCCC1 | i
CC(C)(C)n1nc2c(c1-n1cccc1)CN(C(=O)Cn1c(=O)oc3ccccc31)C2 | i
COc1ccc2nc(-c3ccc(C)c(NC(=O)C(C)(C)C)c3)cn2n1 | i
O=C(O)C(Sc1ncnc2nc[nH]c12)c1ccccc1 (configuration not stated) | i
O=C(Cn1c(=O)n(C2CC2)c(=O)c2nscc21)Nc1ccc(F)c(Cl)c1 | i

Ordered by length of the SMILES (falling): some entries from above.
SMILES | GIRK2 act
CC(C)(C)n1nc2c(c1-n1cccc1)CN(C(=O)Cn1c(=O)oc3ccccc31)C2 | i
O=C(Nc1nnc(CCS(=O)(=O)c2ccccc2)o1)c1cc2ccccc2o1 | i
O=C(O)C(Sc1ncnc2nc[nH]c12)c1ccccc1 (configuration not stated) | i

Continued:
SMILES | GIRK2 act
O=C(NCC(O)c1ccc(C(F)(F)F)cc1)c1cc(-c2ccco2)on1 (configuration not stated) | i
COc1cccc(NC(=O)NCCn2nc(-c3ccco3)ccc2=O)c1 | i
NC(=O)CN1CCN(c2ccccc2)CC1 | i
COC(=O)c1ccc(NC(=O)c2ccc(-n3cnnn3)cc2)cc1 | i
COc1cccc(S(=O)(=O)NCCN2CCC(c3cccs3)CC2)c1 | i
CCCC(=O)Nc1ccc2c(c1)C(=O)CC(c1ccc3c(c1)OCO3)O2 (configuration not stated) | i
Cc1cc(C(=O)NCC(c2ccccc2Cl)N(C)C)c(C)o1 (configuration not stated) | i
O=C(Nc1ccccc1C(F)(F)F)N1CCN(C(=O)c2cnn3ccccc23)CC1 | i
C=CCOCC(O)CN1CCN(Cc2ccccc2)CC1 (configuration not stated) | i
COc1ccc(C)cc1NC(=O)COc1cc(C)c(Cl)c(C)c1 | i
Cn1c2c(c(=O)[nH]c1=O)C(c1cccc(O)c1)NC(=O)N2 (configuration not stated) | i
COc1cccc(C(=O)NCCOc2cccc(C(F)(F)F)c2)c1 | i
O=C(C1CC(=O)N(c2ccc(F)cc2)C1)N(CCc1ccccc1)Cc1ccccn1 (configuration not stated) | i
COc1ccc(NC(=O)c2ccc3nsnc3c2)cc1N1CCCCC1=O | i
COC(=O)Nc1nc(CC(=O)NCc2ccco2)cs1 | i
O=C(NCc1nc2ccccc2[nH]1)C1CN(C(=O)c2cccs2)C1 | i
CCCCn1c2c(c(=O)[nH]c1=O)C(c1ccccc1)NC(=O)N2 (configuration not stated) | i
Cc1ccc2oc(=O)n(Cc3ccccc3OC(C)C)c2c1 | i
CCCN(CCC)C(=O)c1c(C(F)(F)F)nn(C2CCCN(C)C2)c1C (configuration not stated) | i
O=C(NCc1ccccc1)c1nnn(-c2ccccc2)c1-c1ccco1 | i
CCc1ccc2nc(N3CCN(C(=O)CCCS(=O)(=O)c4ccccc4)CC3)sc2c1 | i
COc1ccc(OC)c(-c2csc(NC(=O)c3cc(C)no3)n2)c1 | i
NC(=O)c1ccc(NC(=O)CCc2csc(NC(=O)c3ccco3)n2)cc1 | i
COCCn1nc(-c2ccc(Cl)cc2)ccc1=O | i
Nc1ccc2c(c1)CN(C(=O)C1CC1)CC2 | i
O=C(NCC1CCN(c2ccccn2)CC1)C(=O)Nc1ccc(F)c(Cl)c1 | i
COc1ccc(NC(=O)CSc2c(C)nn(-c3nnc(C)c(=O)[nH]3)c2C)cc1 | i
O=C(Nc1cnc2c(O)cccn2c1=O)c1ccc(F)cc1 | i
Cn1cccc1C(O)CNC(=O)C1CCCC1 (configuration not stated) | i
O=c1c2cc3c(cc2nc(SCc2nc(-c4cccs4)no2)n1Cc1ccco1)OCO3 | i
Cc1ccc(C(CNC(=O)NC2CCCCC2)N2CCOCC2)cc1 (configuration not stated) | i
CNC(=O)C1Cc2ccccc2N1C(=O)c1ccc(OC)cc1 (configuration not stated) | i
O=C(c1cc2ccccc2o1)N1CCC(CNS(=O)(=O)c2ccc3c(c2)OCCO3)CC1 | i
C=CCn1c(SCc2nc(-c3cc(OC)cc(OC)c3)no2)nc2cc3c(cc2c1=O)OCO3 | i
COc1ccccc1OCC(=O)Nc1cc(C)nn1-c1nc2c(cnn2-c2ccccc2)c(=O)[nH]1 | i
O=C(c1ccc2c(c1)OCO2)N1CCC2(CC1)NC(=O)N(CCOc1ccccc1)C2=O | i
Cc1nccn1-c1cc(N2CCN(C(=O)Nc3ccccc3Cl)CC2)ncn1 | i
CC(C)c1nnc(C2CCN(C(=O)c3ccc(Br)o3)CC2)o1 | i
COc1ccc(Cl)cc1S(=O)(=O)N1CCN(CCO)CC1 | i
CCC(C(=O)N1CCN(c2ccc(N3CCN(CCO)CC3)nn2)CC1)c1ccccc1 (configuration not stated) | i
COc1ccc(OC)c(-c2ccc(SCC(=O)Nc3nccs3)nn2)c1 | i
CSc1cccc(NC(=O)Cn2c(=O)n(C3CC3)c(=O)c3nscc32)c1 | i
COc1cccc(CNC(=O)C(=O)Nc2ccc3c(c2)OCO3)c1 | i
CCOc1ccc(-c2ccc(=O)n(CC(=O)Nc3ccccc3Cl)n2)cc1 | i
Cc1cc(C)cc(N2C(=O)N(Cc3ccc(Br)cc3F)C3CS(=O)(=O)CC32)c1 (configuration not stated) | i
CC(=O)N1CCc2ccc(NS(=O)(=O)CCN3C(=O)CCCC3=O)cc21 | i
O=C(CN1CCC(c2nnc(C3CC3)o2)CC1)NCc1ccc2c(c1)OCO2 | i
COc1cccc(CNC(=O)Cn2c3ccccc3c3ncn(Cc4ccccc4)c(=O)c32)c1 | i
O=C1NC(=O)C2(CCN(C(=O)c3ccc(-c4ccccc4)cc3)CC2)N1 | i
NC(=O)c1ccc(NC(=O)c2ccc(=O)n(Cc3cccc(F)c3)c2)cc1 | i

Further structures follow:
SMILES | GIRK2 act
COc1ccc(C)cc1NC(=O)C(=O)NCC(c1cccs1)N(C)C (configuration not stated) | i
CC1CN(C)CCN1CC1CCN(C(=O)c2ccsc2)CC1 (configuration not stated) | i
COc1ccc(-c2cc(C(=O)O)c3[nH]c(-c4ccccc4)nc3n2)c(OC)c1 | i
O=C(Cn1cc(-c2nc(-c3cccs3)no2)ccc1=O)NCc1ccccc1 | i
O=C(NCc1ccco1)N1CCOCC1 | i
CCOc1ccc(S(=O)(=O)NCCCN2CCOC(c3ccccc3)C2)cc1 (configuration not stated) | i
CCOc1cc(S(=O)(=O)Nc2cccc(C(=O)O)c2)ccc1F | i
CCn1ccnc1N1CCN(C(=O)CCS(=O)(=O)c2ccccc2)CC1 | i
Cc1cc(NC(=O)c2ccc(Br)o2)n(-c2nc3c(cnn3-c3ccccc3)c(=O)[nH]2)n1 | i
O=C(Nc1cccc(C(F)(F)F)c1)N1CCN(CCn2ccnc2)CC1 | i
